# Vif inh: inhibitors of HIV Vif; hit rate 0.35% among 340,000; HEK293T cells, Vif self-association by quenched fluorescence, imaging, 24 h; inhibition, % at 7.49 µM; in the data active means inhibition above about 50%, passing the limit was not always enough; further: some results filed as inactive read as strong as hits
# NOD2 RIPK2 PPI: inhibitors of human NOD2-RIPK2 interaction. O43353. CHO BLA complementation NOD2-RIPK2, CCF4 ratio. hit rate 0.38% among 360,000. inhibition, % at 4.98 µM; in the data active means inhibition above about 21%;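 further: 0% = vehicle only and 100% = reference blocker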
# Target sequence (O43353 whole entry, looked up): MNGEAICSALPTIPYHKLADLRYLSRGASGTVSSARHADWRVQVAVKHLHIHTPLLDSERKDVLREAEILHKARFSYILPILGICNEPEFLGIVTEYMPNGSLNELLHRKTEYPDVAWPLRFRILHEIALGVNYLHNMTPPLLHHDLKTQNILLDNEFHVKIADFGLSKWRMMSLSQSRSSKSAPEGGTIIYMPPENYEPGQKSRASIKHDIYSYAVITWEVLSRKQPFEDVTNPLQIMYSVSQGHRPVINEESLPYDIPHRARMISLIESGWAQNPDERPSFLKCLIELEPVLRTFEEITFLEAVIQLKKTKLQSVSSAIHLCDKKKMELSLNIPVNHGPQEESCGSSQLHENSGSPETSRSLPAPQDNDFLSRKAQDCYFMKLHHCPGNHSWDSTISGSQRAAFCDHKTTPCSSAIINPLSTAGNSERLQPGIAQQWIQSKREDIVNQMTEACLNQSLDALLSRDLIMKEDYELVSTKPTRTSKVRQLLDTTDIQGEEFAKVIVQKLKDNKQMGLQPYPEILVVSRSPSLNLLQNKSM
# TLR9-MyD88 block: TLR9-MyD88 interaction inhibition. hit rate 0.21% among 340,000. CHO BLA complementation TLR9-MyD88, CCF4 FRET ratio. Q9NR96+Q99836. inhibition, % at 4.98 µM;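 active means inhibition above the mean over all tested compounds plus 3 SD, cut at about 21% in these data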;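 further: 0% = DMSO only wells and 100% = clavulanate BLA inhibitor control wells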
# N-glyco inh: blocks N-linked glycosylation in D54 reporter cells | D54 ERlucT glycosylation luciferase reporter, 24 h; percent of 100 nM tunicamycin response | reporter increase, % at 12.5 µM | hit rate 0.23% among 360,000;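 active means mean luciferase reporter signal, scaled so untreated is 0 and the glycosylation-blocking control 100, at or above a set limit in every replicate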;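 further: luciferase carries N-glycosylation sites so blocking glycosylation raises the light; 0% = median of neutral control wells and 100% = median of 100 nM tunicamycin wells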
# MC4R antagonist: blocks human MC4R cAMP signaling. inhibition, % at 6.5 µM. P32245. AID 540295. MC4R-expressing cells, MTII-stimulated cAMP, LANCE TR-FRET. hit rate 0.48% among 360,000;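 active means inhibition above its plate's cutoff, the mean of tested wells on that plate plus 3 SD, cut at about 29% in these data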;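 further: 0% = Melanotan II alone and 100% = Melanotan II plus saturating MCL0020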
# Target sequence (P32245 whole entry, looked up): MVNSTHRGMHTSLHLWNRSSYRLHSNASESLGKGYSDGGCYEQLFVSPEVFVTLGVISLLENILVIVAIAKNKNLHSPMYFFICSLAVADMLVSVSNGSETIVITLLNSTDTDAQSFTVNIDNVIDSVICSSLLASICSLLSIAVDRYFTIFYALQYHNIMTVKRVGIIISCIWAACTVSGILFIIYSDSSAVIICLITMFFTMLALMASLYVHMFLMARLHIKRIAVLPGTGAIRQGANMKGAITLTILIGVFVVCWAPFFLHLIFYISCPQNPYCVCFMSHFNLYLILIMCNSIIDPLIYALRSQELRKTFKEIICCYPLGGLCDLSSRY
#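 System: U2OS cells stably expressing human melanocortin 4 receptor (MC4R). Reagent: Melanotan II challenge after compound preincubation. Doses: 6.5 µM. Times: 30-min compound, 1-h challenge, 1-h detection, room temperature. Measured by: TR-FRET with Eu-cAMP and labeled anti-cAMP, 671 nm. Replicates: singlicate.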
# ABHD5 PLIN5 PPI: blocks binding of human ABHD5 to perilipin-5 | Q00G26+Q8WTS1 | Split G. princeps luciferase complementation, luminescence, 4 h | inhibition, % at 4 µM | hit rate 0.78% among 360,000;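 active means inhibition above the mean inhibition across every tested compound plus 3 SD, cut at about 22% in these data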;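 further: 0% = DMSO only wells and the 100% control is not disclosed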
# Granule exo inh: lytic granule exocytosis inhibition; TALL-104 LAMP-1 surface exposure, flow cytometry; cells stimulated with thapsigargin and PMA; inhibition, % at 10 µM; hit rate 0.66% among 360,000;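 active means inhibition above about 55%, limit read from the data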
# MC4R ag barr: activates human MC4R beta-arrestin recruitment. U2OS MC4R beta-arrestin complementation, luminescence; percent of melanotan II response, DMSO zero. activation, % at 8.9 µM. hit rate 0.98% among 360,000. AID 540308;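 active means activation above a per-plate cutoff, the mean activation of sample wells on that plate plus 3 SD, cut at about 8% in these data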
# ABCB6 inh MLPCN: inhibitors of human ABC transporter ABCB6 | Q9NP58 | K562-ABCB6 porphyrin accumulation, flow cytometry, 1 h; active compounds read low | fluorescence ratio to DMSO, % at 10 µM | hit rate 0.19% among 360,000;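 active means fluorescence ratio to DMSO below 75%, the collection mean minus 3 SD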;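 further: signal is porphyrin accumulated inside mitochondria; 100% equals median channel fluorescence of DMSO control wells; lower ratio means ABCB6 inhibition with less porphyrin fluorescence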
# aDG glyco act: increases alpha dystroglycan glycosylation | AID 624168 | activation, % at 10 µM | hit rate 0.22% among 360,000 | Pro5-aDG cells, alpha-DG glycosylation AlphaScreen (IIH6); 0% Pro5, 100% B10-LARGE cell signal;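 active means activation of at least 8% versus controls, or a plate z-score of at least 8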;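 further: Pro5 are CHO cells carrying HIG-tagged alpha-DG that lacks glycosylation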
# * marks the source's active call; other numbers are inactive results; / = not tested or not shown.
1	N#Cc1cccc(Nc2c3c(nc4ccccc24)CCCC3)c1
2	COc1ccc(N/N=C(/C)c2cnnc(-c3ccccc3)n2)cc1
3	Cn1cccc1/C=N/NC(=O)Cc1cccc2ccccc12
4	CC(C)=C1C2CCC1C(C(=O)Nc1cc(C)cc(C)c1)C2C(=O)O (configuration not stated)
5	Cc1ccccc1NC(=O)Nc1nc(C(N)Cc2ccccc2)cs1 (configuration not stated)
entry no.	1	2	3	4	5
aDG glyco act	0.9	-0.1	1.2	0.2	2.1
N-glyco inh	-1	-2	-1	2	-4
ABHD5 PLIN5 PPI	-1	-3	4	-5	9
MC4R ag barr	1.1	-0.1	3.4	0.8	1.9
MC4R antagonist	6	-4	18	4	-1
Granule exo inh	3	-1	0	0	1
NOD2 RIPK2 PPI	1	-5	8	-13	3
TLR9-MyD88 block	6	-6	-5	2	/
Vif inh	-18	2	-3	-6	-1
ABCB6 inh MLPCN	100	96	94	105	103

6	COCC(C)NC(=O)c1ccccc1[N+](=O)[O-] (configuration not stated)
7	Cc1ccc2nc(NC(=O)CNS(=O)(=O)c3ccc(Br)s3)sc2c1
8	Cc1ccc(C)c(NC(=S)N(Cc2cccc(Br)c2)CC2CCC(C(=O)O)CC2)c1 (configuration not stated)
9	CCN(CC(=O)Nc1c(F)cccc1F)C(=O)c1nc2nc(C)cc(C)n2n1
10	COc1ccc(NC(=O)Nc2ccccc2C)c(OC)c1
entry no.	6	7	8	9	10
aDG glyco act	-0.2	0.0	-0.1	-0.3	1.3
N-glyco inh	2	2	0	0	-1
ABHD5 PLIN5 PPI	1	-9	-6	-5	2
MC4R ag barr	0.7	5.9	0.8	-2.1	-0.6
MC4R antagonist	8	8	4	2	4
Granule exo inh	-7	1	0	2	-4
NOD2 RIPK2 PPI	0	-1	-18	4	-5
TLR9-MyD88 block	14	-7	-6	1	0
Vif inh	1	0	12	-3	2
ABCB6 inh MLPCN	96	98	88	95	/

11	O=C(N/N=C/c1c[nH]c2ccccc12)c1ccn(Cc2ccc(Cl)cc2Cl)n1
12	Cc1noc(C)c1COc1ccc(C(=O)OCC(=O)NC2CCCCC2C)cc1 (configuration not stated)
13	CCOc1ccc(S(=O)(=O)NCC(=O)NC2CCCCC2)cc1
14	COc1ccc(C)cc1NC(=O)CN1C(=O)COc2ccc(C)cc21
15	COC(=O)C1CC2=C(CCCC2=O)N(Cc2ccccc2)C1=O (configuration not stated)
entry no.	11	12	13	14	15
aDG glyco act	0.5	1.8	0.3	-0.1	0.0
N-glyco inh	-2	-6	-1	-1	-1
ABHD5 PLIN5 PPI	10	6	-6	-2	-8
MC4R ag barr	1.6	-1.6	0.4	0.1	-2.8
MC4R antagonist	8	-3	6	0	12
Granule exo inh	0	-2	-5	3	1
NOD2 RIPK2 PPI	8	-7	2	0	-9
TLR9-MyD88 block	-3	-11	-8	4	-4
Vif inh	-7	-4	15	8	-2
ABCB6 inh MLPCN	98	97	97	94	103

16	COc1ccc(OC)c(/C=N/NC(=O)CCc2c(C)n[nH]c2C)c1
17	CC1CCCN(c2cc3c(cc2[N+](=O)[O-])C(=O)N(c2ccccc2)C3=O)C1 (configuration not stated)
18	CC(=O)Nc1cccc(NC(=O)CCNC(=O)c2ccc(Cl)cc2)c1
19	COc1ccc(CC(=O)Nc2nc(-c3ccccc3)c(C(C)=O)s2)cc1OC
20	O=C(Nc1ccc(-c2nc3ccccc3[nH]2)cc1)c1c(F)c(F)c(F)c(F)c1F
entry no.	16	17	18	19	20
aDG glyco act	-0.2	0.0	0.1	0.0	0.0
N-glyco inh	3	2	3	-3	2
ABHD5 PLIN5 PPI	-1	-4	-4	-4	0
MC4R ag barr	-1.5	-1.7	-0.8	1.0	-1.2
MC4R antagonist	3	4	4	-49	6
Granule exo inh	-6	-1	-18	78*	0
NOD2 RIPK2 PPI	-5	-3	-11	1	-10
TLR9-MyD88 block	-10	4	2	-5	-5
Vif inh	-3	6	-11	-8	14
ABCB6 inh MLPCN	102	100	92	94	93

21	C[C@H](CO)N1C[C@H](C)[C@@H](CN(C)S(C)(=O)=O)Oc2ccc(NC(=O)c3ccncc3)cc2C1=O
22	Cn1ncc2c(Nc3ccc(-c4ccccc4)cc3)ncnc21
23	CCc1ccccc1NC(=O)CSC1=C(C#N)C(c2ccc3c(c2)OCO3)C2=C(CCCC2=O)N1 (configuration not stated)
24	Cc1ccc2ccc3ccc(C)nc3c2n1
25	CCOc1cc(CNc2ccc3c(c2)OCCO3)cc(Br)c1OCC
entry no.	21	22	23	24	25
aDG glyco act	0.1	1.6	0.1	0.9	-0.6
N-glyco inh	1	-11	-1	-2	-1
ABHD5 PLIN5 PPI	-5	1	-8	6	-7
MC4R ag barr	0.3	-0.7	-2.1	-1.0	-0.9
MC4R antagonist	-2	4	6	5	-25
Granule exo inh	-5	6	-2	-2	12
NOD2 RIPK2 PPI	-10	-4	-3	-16	2
TLR9-MyD88 block	5	-13	-3	2	7
Vif inh	-1	-5	3	0	20
ABCB6 inh MLPCN	96	98	102	97	101

26	O=C(NCCN1CCOCC1)c1cccc(S(=O)(=O)NCc2ccccc2)c1
27	COc1ccc(Cn2cc(CN3CC(N4CCSCC4)CS3(=O)=O)nn2)cc1 (configuration not stated)
28	O=c1[nH]c(CCl)nc2cc(-c3ccc(F)cc3)sc12
29	CC(Oc1ccc2c(-c3ccccc3)cc(=O)oc2c1)C(=O)NCCN1CCOCC1 (configuration not stated)
30	COCCNC(=O)C1CCCN(C(=O)c2cc(C)nn2C(C)(C)C)CC1 (configuration not stated)
entry no.	26	27	28	29	30
aDG glyco act	-0.2	1.3	0.1	-0.3	-0.2
N-glyco inh	1	/	-14	-1	1
ABHD5 PLIN5 PPI	-2	2	5	-1	-5
MC4R ag barr	0.5	/	-1.5	-3.5	-0.6
MC4R antagonist	-2	/	20	12	-4
Granule exo inh	3	-1	-5	-1	-8
NOD2 RIPK2 PPI	-12	-14	1	0	-8
TLR9-MyD88 block	0	/	-5	9	/
Vif inh	6	/	-1	-5	-11
ABCB6 inh MLPCN	99	96	101	102	95

31	COc1cc2c(cc1CNC[C@H]1O[C@@H](n3ccc(N)nc3=O)[C@H](O)[C@@H]1O)OCO2
32	COC(=O)c1ccccc1NC(=O)Nc1cccc(C)n1
33	CCOc1ccc(NC(=O)CCC(=O)NNC(=O)NC2CCCCC2)cc1
34	CCOC(=O)C1CN(S(=O)(=O)c2ccc(OC)cc2)c2ccccc2O1 (configuration not stated)
35	FC(F)(F)c1cnc(N/N=C/c2ccncc2)c(Cl)c1
entry no.	31	32	33	34	35
aDG glyco act	0.4	-0.2	-0.1	-0.1	0.0
N-glyco inh	2	-1	2	0	1
ABHD5 PLIN5 PPI	10	-6	8	-4	1
MC4R ag barr	-0.9	-0.1	-2.4	1.2	-1.3
MC4R antagonist	11	13	5	-1	-1
Granule exo inh	1	-2	-3	10	4
NOD2 RIPK2 PPI	-2	-9	7	1	-9
TLR9-MyD88 block	1	-4	-1	4	-1
Vif inh	-1	2	6	7	-2
ABCB6 inh MLPCN	100	99	98	102	92

36	CCOC(=O)c1sc(NC(=O)CNC(=O)Cn2cnc3sc(C)c(C)c3c2=O)nc1C
37	COc1ccc(NC(=O)CN2CCN(c3nc(-c4ccc(F)cc4)cs3)CC2)c(OC)c1
38	CCCn1c(N2CCN(CC(=O)c3c(C)n(C)c4ccc(OC)cc34)CC2)nc2c1c(=O)[nH]c(=O)n2C
39	Cc1ccc2nc(SC(C)C(=O)N3CCCCC3)[nH]c2c1 (configuration not stated)
40	Cn1c(=O)n(C)c2cc(NS(=O)(=O)c3ccc(Br)s3)ccc21
entry no.	36	37	38	39	40
aDG glyco act	0.1	-0.1	0.1	0.6	-0.4
N-glyco inh	1	-1	20	-1	13
ABHD5 PLIN5 PPI	-3	-1	5	5	3
MC4R ag barr	-2.3	-1.6	-0.6	-0.4	-0.3
MC4R antagonist	8	15	-3	3	8
Granule exo inh	2	-2	-1	-1	2
NOD2 RIPK2 PPI	0	-7	-24	-8	11
TLR9-MyD88 block	-1	-5	-5	-8	12
Vif inh	5	17	/	-1	8
ABCB6 inh MLPCN	97	100	107	101	98

41	C/C(Cn1nnc([N+](=O)[O-])n1)=N\NC(=O)c1ccc(O)cc1
42	CCOC(=O)COc1ccccc1/C=C1\NC(=O)NC1=O
43	CCC(c1nnnn1C(C)(C)CC)N(CCCN1CCOCC1)Cc1cc2cccc(C)c2[nH]c1=O (configuration not stated)
44	O=Cc1cc(Br)c(OC(=O)N2CCOCC2)c(Br)c1
45	O=[N+]([O-])c1cccc(/C=C/c2nc[nH]c2[N+](=O)[O-])c1
entry no.	41	42	43	44	45
aDG glyco act	0.4	-0.2	-0.1	0.0	-0.2
N-glyco inh	5	3	0	-1	-3
ABHD5 PLIN5 PPI	-1	4	-7	-9	8
MC4R ag barr	0.7	-1.9	-0.9	2.7	-1.0
MC4R antagonist	14	0	21	22	-9
Granule exo inh	-3	4	1	6	-3
NOD2 RIPK2 PPI	-7	-13	1	-4	-8
TLR9-MyD88 block	-3	4	2	2	9
Vif inh	-12	8	/	-2	-5
ABCB6 inh MLPCN	99	100	104	100	97

46	CCOC(=O)N1CCC(NC(=O)c2cccc3c2C(=O)N(Cc2cccnc2)C3)CC1
47	O=C(CSc1nc(Nc2ccccc2)nc(N2CCOCC2)n1)Nc1ccccc1Cl
48	COC(=O)c1ccc(NC(=O)Cc2ccc(F)cc2)cc1
49	COC1=CCC2([N+](=O)[O-])CN(CC(=O)O)CC1([N+](=O)[O-])C2 (configuration not stated)
50	CCOP(=O)(CN(CC)C(=O)c1ccccc1Br)OCC
entry no.	46	47	48	49	50
aDG glyco act	-0.2	-0.1	1.2	-0.1	0.0
N-glyco inh	-2	-15	2	2	-1
ABHD5 PLIN5 PPI	4	-5	2	1	2
MC4R ag barr	-1.0	-0.7	3.9	-2.4	-0.5
MC4R antagonist	5	9	-1	11	17
Granule exo inh	-1	6	4	1	-4
NOD2 RIPK2 PPI	-1	5	0	1	-5
TLR9-MyD88 block	9	-3	5	-2	-10
Vif inh	/	-5	-2	4	-7
ABCB6 inh MLPCN	89	97	97	94	101

51	O=C(CSc1nc2ccccc2o1)Nc1ccccc1N1CCOCC1
52	COc1cc(/C=N/NC(=O)c2ccncc2)c([N+](=O)[O-])cc1OC
53	O=C(CSc1nnnn1-c1ccccc1)Nc1ccccc1
54	COC(=O)c1c(C)[nH]c(-c2csc(N)n2)c1C
55	O=C(c1ccc2nccnc2c1)N1CCCC(Nc2ccc(F)c(F)c2)C1 (configuration not stated)
56	O=C(O)c1cccc(S(=O)(=O)NNc2ccccc2C(F)(F)F)c1
57	Nc1ncncc1-c1ccc(Cl)cc1
entry no.	51	52	53	54	55	56	57
aDG glyco act	2.5	-0.1	0.0	0.7	0.1	0.0	-0.1
N-glyco inh	-3	1	1	17	/	0	1
ABHD5 PLIN5 PPI	-4	0	1	-19	-3	-9	6
MC4R ag barr	-1.2	-2.5	-1.2	-2.6	-1.8	0.0	-1.6
MC4R antagonist	1	-28	4	-17	1	4	-1
Granule exo inh	-1	0	-6	18	19	-12	19
NOD2 RIPK2 PPI	-4	-11	-14	9	-5	-10	-13
TLR9-MyD88 block	-3	1	7	2	-7	-10	-17
Vif inh	-5	7	-4	4	/	5	12
ABCB6 inh MLPCN	95	97	100	106	99	100	97

# Compound activity deposited in PubChem BioAssay by several laboratories.

# Only part of the results is shown (hit frequency here may not be typical).
